Bioassay records (PubChem BioAssay)
KB-3-1 tox: qHTS assay for MDR1-selective chemotherapeutics: Primary screen using the parental adenocarcinoma cell KB-3-1; KB-3-1 viability, CellTiter-Glo ATP luminescence, 72 h; Potency, µM (highest dose often 46.1 µM), inactives show at the highest dose activity change, negative = cytotoxic, usual class: cytotoxic; actives 1.4% (n = 400,000); also: % is scaled to controls: 0 for no effect and ±100 for the full control effect; nearly all actives have a fitted effect of over 60% in size
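Parental KB-3-1 viability, qHTS format: 72 h compound exposure, 37 °C; CellTiter-Glo; media-only wells and DMSO plates as controls; concentration-effect fits on corrected data.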
GLP-1R inv ag: qHTS of GLP-1 Receptor Inverse Agonists (Inhibition Mode). Glucagon-like peptide 1 receptor (Homo sapiens), P43220. HEK293 GLP-1R CRE-luciferase, luminescence, 24 h; GLP-1R form is constitutively active. Potency, µM (doses to about 38.3 µM), inactives show at the top dose activity change, negative = inhibition, hits mostly inhibitors. actives 1.6% (n = 410,000); also: % is scaled to controls: 0 for no effect and ±100 for the full control effect; nearly all actives have a fitted effect of over 55% in size
Target sequence (P43220 whole entry, looked up): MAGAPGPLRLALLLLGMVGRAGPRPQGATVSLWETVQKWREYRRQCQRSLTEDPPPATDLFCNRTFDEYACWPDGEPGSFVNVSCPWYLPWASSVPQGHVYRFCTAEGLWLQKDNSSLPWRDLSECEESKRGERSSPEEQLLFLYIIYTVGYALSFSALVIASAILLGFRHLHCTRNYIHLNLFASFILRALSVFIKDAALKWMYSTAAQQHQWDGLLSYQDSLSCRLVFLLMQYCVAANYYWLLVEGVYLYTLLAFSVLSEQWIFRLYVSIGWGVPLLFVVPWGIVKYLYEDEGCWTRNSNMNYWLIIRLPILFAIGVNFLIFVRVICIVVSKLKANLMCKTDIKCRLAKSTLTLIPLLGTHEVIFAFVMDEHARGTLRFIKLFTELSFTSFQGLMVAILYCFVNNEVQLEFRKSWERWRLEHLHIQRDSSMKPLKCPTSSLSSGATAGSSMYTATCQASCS
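Using stably transfected HEK293 (constitutively active GLP-1R, cAMP-luciferase reporter), compounds were incubated 24 hr and luciferase measured by luminescence.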
KB-V1 cytotox: qHTS assay for MDR1-selective chemotherapeutics: Primary screen using the drug-selected MDR subline cells KB-V1; KB-V1 MDR cells viability, CellTiter-Glo, 72 h; actives 3.4% (n = 400,000); Potency, µM (top dose mostly 46.1 µM), for inactives: at the top dose activity change, negative = cytotoxicity, actives largely listed as cytotoxic; also: % is scaled to controls: 0 for no effect and ±100 for the full control effect; nearly all actives have a fitted effect of over 60% in size
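In this primary screen, KB-V1 cells overexpressing P-gp are incubated with library compounds (lowest to highest concentration) for 72 h at 37 degrees C before a luminescent ATP viability read.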
GLP-1R agonist: qHTS of GLP-1 Receptor Agonists. Potency, µM (titrated, usually from 45.6 µM), without a hit: at the highest dose activation, actives largely listed as activators. Glucagon-like peptide 1 receptor (Homo sapiens), P43220. actives 0.007% (n = 380,000). HEK293 GLP-1R CRE-luciferase, luminescence, 4-6 h; cells express a hypersensitive GLP-1R form; also: % of control where 0% means no effect
TDP43 rescue: qHTS of TDP-43 Inhibitors; AID 652104, 2013; actives 1.8% (n = 410,000); TDP-43 expressing yeast growth rescue, BacTiter-Glo, 24 h; Potency, µM (doses to about 46.1 µM), without a hit: at the highest dose growth rescue (activation), hits mostly activators; also: % of control where 0% means no effect; nearly all actives have a fitted effect of over 50% in size
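Galactose-induced TDP-43 yeast, OD600=0.02, compound pinned; 24 hr, 30 deg C; BacTiter-Glo luminescence for growth. Inhibitors of TDP-43 toxicity read as activators.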
GLP1R cytotox: qHTS of GLP-1 Receptor Inverse Agonists: Cytotox Screen. HEK293 cAMP-luciferase reporter cells, luminescence, 24 h. Potency, µM (titrated, usually from 38.3 µM), inactives show at the top dose activity change, negative = inhibition, most hits filed as inhibitors. actives 0.13% (n = 410,000);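 also: loss of luciferase light is scored as toxicity; % is scaled to controls: 0 for no effect and ±100 for the full control effect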
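Here, cytotoxicity is scored as loss of luminescence. The MLSMR collection was tested on cells seeded in medium containing 10% Nu serum, with a 24 hr compound exposure preceded by 12 hours of culture.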
HT1080 IDH1KD tx: qHTS for induction of synthetic lethality in tumor cells producing 2HG: qHTS for the HT-1080-IDH1KD cell line; Potency, µM (highest dose often 46.1 µM), without a hit: at the highest dose activity, negative = toxicity, hits mostly cytotoxic; actives 2% (n = 360,000); HT-1080 IDH1 knockdown viability, ATP luminescence, 48 h;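 also: 0% = DMSO wells and -100% = cell-free medium wells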
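HT-1080-IDH1KD cells (IDH1 knocked down), 750/well in RPMI with 5% FBS, treated with compound 48 h at 37 degrees C. Viability by CellTiter-Glo luminescence, normalised to DMSO and no-cell wells; concentration-response curves classed.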
HT1080NT lethal: qHTS for induction of synthetic lethality in tumor cells producing 2HG: qHTS for the HT-1080-NT fibrosarcoma cell line; HT-1080-NT fibrosarcoma viability, CellTiter-Glo ATP luminescence, 48 h; AID 686970, 2013; actives 1.6% (n = 360,000); Potency, µM (series often up to 46.1 µM), for inactives: at the highest dose activity, negative = less viability, most hits filed as cytotoxic;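 also: NT is the 2HG producing partner of a matched IDH1 knockdown line; 0% = DMSO-treated cells and -100% = media-only wells without cells; nearly all actives have a fitted effect of over 55% in size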
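Fibrosarcoma NT cells, 750 per well in 5% FBS RPMI, were exposed to compound for 48 hours. Viability: CellTiter-Glo luminescence.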
SW480 rerep: A quantitative high throughput screen for small molecules that induce DNA re-replication in SW480 colon adenocarcinoma cells; actives 1.8% (n = 340,000); Potency, µM (highest dose often 46.1 µM), inactives show top-dose re-replication activation, most hits filed as activators; SW480 DNA re-replication, Hoechst DNA content imaging, 48 h; AID 624297, 2012; also: % of control where 0% means no effect; nearly all actives have a fitted effect of over 55% in size
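Hoechst fluorescence of nuclei (405 nm excitation, 500-530 nm emission) measured by plate-scanning imager after 48 hr compound exposure at 37 C; re-replication scored as increased number of nuclei with elevated intensity.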
* hit, by the source's call; ? = inconclusive; nt = not tested or not shown; [ ] = another dose, or the depositor's remark. Calls follow the shape of the dose curve; as a rule, active = well fitted curve in the direction sought with a large enough effect; inconclusive = small, poorly fitted or top-dose-only effect, or another doubt; inactive = no such curve, though single readings can be large; an effect the other way counts as inactive or inconclusive. Potency is read from the fitted curve at half-maximal effect.

SMILES	KB-3-1 tox	GLP-1R inv ag	KB-V1 cytotox	GLP-1R agonist	TDP43 rescue	GLP1R cytotox	HT1080 IDH1KD tx	HT1080NT lethal	SW480 rerep
CC(=O)Nc1ccc(OS(=O)(=O)c2ccc(Cl)cc2)cc1	1%	-7%	-5%	6%	0%	17%	0%	-2%	13%
CCOP(=O)(OCC)/C(C#N)=C(\O)c1ccc(OC)cc1	-8%	0%	4%	5%	1%	1%	0%	2%	3%
O=C(Nc1sc2c(c1-c1nc3ccccc3[nH]1)CCCC2)C1CCCC1	10%	?	-5%	8%	29%	?	-15%	-12%	-7%[9.22 µM]
CCC(=O)N1c2ccccc2C(N(C(=O)CC)c2ccccc2)CC1C (stereo not drawn)	-20%	20%	?	7%	1%	3%	7%	6%	-1%
CCNC(=O)c1ccc(C2SCC(=O)N2CCc2ccccc2)cc1 (stereo not drawn)	9%	17%	?	3%	6%	8%	3%	16%	-1%
O=S1(=O)CC(N2CCCCC2)CN1Cc1cn(Cc2cccc(C(F)(F)F)c2)nn1 (stereo not drawn)	16%	4%	21%	5%	0%	3%	6%	15%	nt
Cc1nnc(NC(=O)CSc2ccccn2)s1	25%	-27%	1%	-6%	5%	-7%	5%	7%	-5%
COc1ccccc1C(c1nnnn1CCc1ccccc1)N1CCN(c2ccccc2)CC1 (stereo not drawn)	-26%	8%	-15%	4%	8%	-7%	9%	11%	1%
C=CCNC(=O)Nc1ccc(Br)cc1Cl	-2%	-15%	9%	11%	9%	-25%	2%	0%	5%
CC(C)C[C@@H](CO)NS(=O)(=O)c1c(F)cccc1F	-9%	-1%	2%	-5%	4%	11%	1%	0%	1%
CCCNC(=S)Nc1ccc(Cl)cc1C	5%	3%	15%	9%	5%	-5%	16%	14%	-4%
O=C1NC2=C(C(=O)CCC2)C(c2ccccc2[N+](=O)[O-])N1 (stereo not drawn)	6%	17%	13%	7%	-15%	4%	9%	7%	?
Cc1nn(Cc2ccc([N+](=O)[O-])cc2)c(=O)n1-c1c(F)cccc1F	3%	2%	-17%	4%	?	4%	-2%	-1%	-2%
O=C(Nc1ccc2c(c1)OCCO2)C1c2ccccc2OCC(=O)N1Cc1cccnc1 (stereo not drawn)	17%	14%	?	14%	0%	-12%	11%	24%	nt
COc1ccc(CN2CCN(Cc3ccc(C(F)(F)F)cc3)CC2)cc1	?	?	-23%	-5%	-17%	-13%	-17%	0%	-4%
O=S(=O)(NCCc1ccccn1)c1ccc(-c2ccccn2)s1	-5%	-9%	-7%	1%	6%	0%	-2%	-4%	2%
Cc1ccc[n+](C(C)C(=O)c2ccc(-c3ccccc3)cc2)c1 (stereo not drawn)	0%	?	-1%	3%	-4%	-22%	-15%	?	?
CC(C)(C)OC(=O)N1CCC[C@H]1c1nnc(SCc2ccccc2F)o1	0%	?	-8%	1%	10%	-14%	2%	0%	1%
O=C(O)CSc1ncnc2scc(-c3ccccc3)c12	4%	1%	14%	0%	-15%	-2%	17%	10%	-3%
CCc1ccc(CSc2nccn2-c2ccccc2)cc1	4%	6.3µM*	-4%	15%	?	0%	6%	2%	4%
CCN(CC)C(=O)C1CCCN(c2ccc([N+](=O)[O-])cc2/C=N/NC(=O)c2cccc(Br)c2)C1 (stereo not drawn)	-13%	2µM*	-3%	-13%	24%	-19%	-1%	-18%	7%
COc1ccc(NC(=O)[C@@H]2CCCN2S(=O)(=O)c2ccc(Cl)cc2)cc1	-4%	-9%	4%	0%	2%	-33%	10%	1%	-2%
COc1ccc(CCNC(=O)CSc2nc(C)nc3c2c(=O)n(C)c(=O)n3C)cc1OC	0%	4%	38%	-7%	3%	1%	0%	4%	-4%
O=c1c2c(n3cnnc3n1-c1ccccc1)-c1ccccc1CC21CCCCC1	-5%	7%	?	0%	25%	-5%	-13%	-2%	-8%
COCCCNC(=O)c1ccc2c(c1)NC(=O)C(C(C)C)N2 (stereo not drawn)	27%	8%	?	-1%	?	-3%	nt	nt	nt

Sorted by count of non-hydrogen atoms (smallest number first): 5 of the compounds above
SMILES	KB-3-1 tox	GLP-1R inv ag	KB-V1 cytotox	GLP-1R agonist	TDP43 rescue	GLP1R cytotox	HT1080 IDH1KD tx	HT1080NT lethal	SW480 rerep
Cc1nnc(NC(=O)CSc2ccccn2)s1	25%	-27%	1%	-6%	5%	-7%	5%	7%	-5%
CCc1ccc(CSc2nccn2-c2ccccc2)cc1	4%	6.3µM*	-4%	15%	?	0%	6%	2%	4%
COCCCNC(=O)c1ccc2c(c1)NC(=O)C(C(C)C)N2 (stereo not drawn)	27%	8%	?	-1%	?	-3%	nt	nt	nt
COc1ccc(NC(=O)[C@@H]2CCCN2S(=O)(=O)c2ccc(Cl)cc2)cc1	-4%	-9%	4%	0%	2%	-33%	10%	1%	-2%
O=S1(=O)CC(N2CCCCC2)CN1Cc1cn(Cc2cccc(C(F)(F)F)c2)nn1 (stereo not drawn)	16%	4%	21%	5%	0%	3%	6%	15%	nt

Records listed above marked active in GLP-1R inv ag.
molecule	GLP-1R inv ag	GLP-1R agonist	SW480 rerep
CCc1ccc(CSc2nccn2-c2ccccc2)cc1	6.3µM*	15%	4%
CCN(CC)C(=O)C1CCCN(c2ccc([N+](=O)[O-])cc2/C=N/NC(=O)c2cccc(Br)c2)C1 (stereo not drawn)	2µM*	-13%	7%

New compounds follow:
SMILES	KB-3-1 tox	GLP-1R inv ag	KB-V1 cytotox	GLP-1R agonist	TDP43 rescue	GLP1R cytotox	HT1080 IDH1KD tx	HT1080NT lethal	SW480 rerep
CCc1cc2c(=O)c(-c3nc4ccccc4n3C)coc2c(CN2CCC(C)CC2)c1O	-2%	29%	5%	1%	-11%	-17%	14%	12%	-2%
CCCOc1ccc(N2C(=O)CC(SC(=N)N3N=C(c4ccccc4)CC3c3ccccc3)C2=O)cc1 (stereo not drawn)	?	12%	?	-6%	6%	1%	-1%	11%	-2%
C=CC(c1ccccc1)C(C(=O)c1ccccc1)N(C)C (stereo not drawn)	-1%	?	-22%	3%	-11%	16%	0%	24%	-13%
Cc1ccsc1C1NC(=O)c2c(sc3c2CCN(C)C3)N1 (stereo not drawn)	?	13%	?	6%	6%	-7%	0%	?	-8%
Cc1cc(C(=O)OCC(=O)NC(C)c2ccc(F)cc2)c(C)o1 (stereo not drawn)	12%	-19%	?	-4%	2%	-10%	-2%	7%	14%
O=S(=O)(NC1=NCCCCC1)c1ccc(F)cc1	17%	-1%	1%	11%	10%	-6%	12%	-21%	-91%[inhibitor]
CC(C)C[C@H](NC(=O)c1[nH]cnc1C(=O)N[C@@H](C)C(=O)OC(C)(C)C)C(=O)OC(C)(C)C	?	?	?	5%	14%	-26%	?	?	3%
CSc1ccccc1NC(=O)Cc1ccc(Br)cc1	1%	?	?	12%	21%	11%	11%	-3%	8%
Oc1c(Cl)cc(Cl)cc1/C=N/Nc1ncc(Br)cn1	?	?	0%	6%	-1%	?	?	?	0.16µM*
CC1(CCc2ccc3c(c2)OCO3)NC(=O)c2ccccc2N1 (stereo not drawn)	13%	-23%	8%	1%	20%	-12%	?	?	?
O=C(COC(=O)c1cccc(Br)c1)NCCc1ccccc1	8%	4%	11%	8%	7%	5%	2%	4%	-4%
O=[N+]([O-])c1ccc(NN=Cc2ccc3c(c2)OCO3)nc1	5%	-12%	-6%	-2%	30%	32%[activator]	24%	8%	?
CCOC(=O)/C(C#N)=c1/s/c(=C2\C=Cc3ccccc3N2CC)c(=O)n1CC	0%	0%	-9%	11%	14%	12%	-4%	-4%	1%
Cn1c(=O)c2c(ncn2CCC(=O)N/N=C/c2cccnc2)n(C)c1=O	1%	26%	25%	1%	12%	-9%	-2%	0%	-2%
Cc1ccc(NS(=O)(=O)c2ccc(C(=O)NCc3ccc(S(N)(=O)=O)cc3)cc2)cc1	nt	6%	nt	-7%	6%	17%	3%	0%	22%
COc1ccc(CC(=O)OCC(=O)N2CCCC(C)C2)cc1 (stereo not drawn)	2%	3%	-12%	5%	-16%	5%	11%	19%	-4%
COc1ccc(C(=O)N2CCCN(C)CC2)cc1S(=O)(=O)N1CCCc2ccccc21	-15%	-25%	0%	-9%	-5%	-16%	8%	0%	-10%
C(=N\Nc1nnnn1-c1ccccc1)/c1ccncc1	8%	0%	7%	7%	12%	-14%	0%	6%	-3%
O=C(CSc1nnc(-c2ccccn2)n1Cc1ccco1)Nc1ccc2c(c1)OCO2	-2%	0%	?	-2%	13%	-3%	4%	2%	-12%
COc1ccc(C/C(N)=N/OC(=O)c2cccc([N+](=O)[O-])c2)cc1	0%	14%	26%	?	?	5%	-9%	-1%	2%
Cc1ccc(C)c(S(=O)(=O)Nc2ccc3[nH]c(=O)[nH]c3c2)c1	1%	10%	-1%	9%	-9%	-6%	-17%	2%	-10%
N#Cc1ccccc1Oc1ccc(S(=O)(=O)N2CCCCC2)cn1	2%	2%	?	1%	18%	3%	-2%	-3%	0%
Cc1ccc(C2CCN(C(=O)c3cnn(-c4ccccc4Cl)c3C3CCN(C(=O)OC(C)(C)C)CC3)C2)cc1 (stereo not drawn)	?	?	-23%	nt	14%	-27%	nt	nt	nt
COc1ccc(C(=O)N/C(=C\c2cccc3ccccc23)C(=O)N2CCN(C)CC2)cc1OC	-4%	26%	16%	-1%	-3%	-4%	-5%	-27%	0%
CC(C)NC(=O)Nc1cccc2c1O[C@H](CN(C)C(=O)NC(C)C)[C@@H](C)CN([C@H](C)CO)C2=O	0%	18%	0%	-1%	-11%	8%	-2%	-1%	-8%
Cc1[nH]nc(Nc2ccc(C(C)C)cc2)c1[N+](=O)[O-]	1%	?	-27%	17%	13µM*	0%	?	-22%	-41%[inhibitor]
